From PubChem
TSHR antag: antagonists of human thyroid stimulating hormone receptor; actives 0.2% (n = 330,000); activity change, negative = inhibition, % at 11.5 µM; AID 504810; P16473; TSHR-expressing cells, TSH-stimulated cAMP HTRF, 2 h; hits give low values;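 active = activity change below a set negative limit, meaning inhibition stronger than a set level, cut at about -70% in these data; inconclusive = activity change between two set negative limits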; also: % is scaled to controls: 0 for no effect and ±100 for the full control effect
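Freshly harvested TSHR cells receive pin-tooled compound, then EC80 TSH at 4nM final. After 2 hours at 37 deg C, antibody in lysis buffer and cAMP-d2 are added; 30 minutes at ambient temperature precede the HTRF read.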
ELG1 repair inh: inhibitors of ELG1-dependent DNA repair in HEK293T cells. HEK293T ELG1-luciferase reporter, luminescence, 16 h; DNA damage induced by 5-fluorouridine. Potency, µM (series often up to 46.1 µM), for inactives: at the top dose activity change, negative = inhibition, hits mostly inhibitors. actives 2.3% (n = 330,000); also: potency is read from the fitted curve at half-maximal effect; % is scaled to controls: 0 for no effect and ±100 for the full control effect; nearly all actives have a fitted effect of over 55% in size
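HEK293T cells expressing luciferase-tagged ELG1 (2,000/well) received 5-Fluorouridine plus compound or DMSO for 16 hr at 37 °C. Luciferase was read by ONE-Glo luminescence after 30 min at room temperature.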
Eya2 inh: inhibitors of human Eya2 phosphatase activity; Potency, µM (series often up to 76.9 µM), for inactives: at the highest dose activity, negative = inhibition, usual class: inhibitors; recombinant Eya2, OMFP fluorescence dephosphorylation (OMFP is methylfluorescein phosphate); O00167; actives 0.006% (n = 330,000); also: potency is read from the fitted curve at half-maximal effect; % is scaled to controls: 0 for no effect and ±100 for the full control effect
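Eya2 (0.2 uM) preincubated 10 min at ambient with compound, then OMFP substrate added at 50 uM; 10 min reaction in 50 mM HEPES pH 7.5, 50 mM NaCl, 5 uM MgCl2, 0.05% BSA, 1 mM DTT. Fluorescence read at Ex 485/Em 525 nm.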
S-ASM inh: human S-ASM enzyme inhibition; placental ASM, HMU-PC fluorogenic substrate, 60 min; Potency, µM (titrated, usually from 57.5 µM), inactives show top-dose activity change, negative = inhibition, usual class: inhibitors; actives 0.006% (n = 340,000); also: potency is read from the fitted curve at half-maximal effect
Target sequence (P17405 47-631 limits assumed): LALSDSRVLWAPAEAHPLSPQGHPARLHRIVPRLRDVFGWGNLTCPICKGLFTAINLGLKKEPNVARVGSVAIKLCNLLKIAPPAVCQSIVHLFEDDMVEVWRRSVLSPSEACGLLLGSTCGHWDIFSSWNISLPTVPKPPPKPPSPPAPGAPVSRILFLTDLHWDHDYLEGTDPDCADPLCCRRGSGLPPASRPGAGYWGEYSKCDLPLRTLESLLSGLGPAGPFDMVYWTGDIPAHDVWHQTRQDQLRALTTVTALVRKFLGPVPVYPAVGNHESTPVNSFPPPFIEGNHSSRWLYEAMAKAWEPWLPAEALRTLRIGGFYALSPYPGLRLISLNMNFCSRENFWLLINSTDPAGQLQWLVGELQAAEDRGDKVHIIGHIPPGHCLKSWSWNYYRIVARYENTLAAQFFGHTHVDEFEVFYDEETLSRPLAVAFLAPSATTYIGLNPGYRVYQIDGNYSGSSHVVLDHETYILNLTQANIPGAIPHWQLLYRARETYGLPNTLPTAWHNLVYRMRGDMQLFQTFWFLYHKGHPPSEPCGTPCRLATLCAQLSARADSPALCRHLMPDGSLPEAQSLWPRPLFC
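Human placenta-derived ASM enzyme was preincubated with compound for 10 minutes at room temperature, then given fluorogenic substrate HMU-PC0 (9 uM final) for 60 minutes at 37 °C; a pH 10 stop preceded fluorescence reading at Ex 386/Em 447 nm.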
Tb PFK block: inhibitors of T. brucei phosphofructokinase. O15648. actives 0.17% (n = 330,000). Potency, µM (series often up to 57.5 µM), for inactives: at the top dose activity, negative = inhibition, actives largely listed as inhibitors. T. brucei PFK, ADP-Glo luminescence. AID 485367;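 also: potency is read from the fitted curve at half-maximal effect; 0% = uninhibited 1x PFK enzyme wells and -100% = no-enzyme wells; nearly all actives have a fitted effect of over 60% in size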
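1.25 nM PFK with 0.5 mM F6P and 0.1 mM ATP in 0.1 M TEA pH 8.0, 5 mM MgCl2, incubated 45 min at room temperature; ADP measured by ADP-Glo luminescence; compounds titrated up to 57 uM.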
Chronic BCR inh: blocks chronic active B-cell receptor signaling | ABC-DLBCL IkBa-CBG/CBR reporter, luminescence ratio, 4 h | Potency, µM (titrated, usually from 46.1 µM), for the others: at the highest dose ratio change, negative = lower green/red ratio, actives largely listed as inhibitors | actives 0.05% (n = 340,000); active = well fitted inhibition curve with a large enough effect in the signal ratio, with a control signal flat, not every such curve was filed as active; inconclusive = small, poorly fitted or top-dose-only effect, or effect the other way, or a change in a side signal; the % refers to the signal ratio;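 also: potency is read from the fitted curve at half-maximal effect; plate controls were basal doxycycline-induced cells for no effect and cells given 10 µM MG132 for full effect; MG132 reads +100%, hits lower the ratio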
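TMD8 human ABC-DLBCL cells with doxycycline-inducible IκBα–green luciferase fusion and unfused red luciferase, in 0.5% FBS medium; compounds up to 46 uM, 4 h at 37C. Green/red luminescence ratio, filter-overlap corrected, fitted to concentration-response curves.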
a7 integrin act: activates integrin-mediated alleviation for muscular dystrophy | alpha7betagal myoblasts, beta-gal FDG fluorescence, 48 h | actives 0.064% (n = 350,000) | Potency, µM (series often up to 38.3 µM), for the others: at the highest dose activation, most hits filed as activators;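 also: potency is read from the fitted curve at half-maximal effect; 100% = response of the positive control SU9516; nearly all actives have a fitted effect of over 60% in size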
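alpha7betagal+/- myoblasts (passage 13, 250/well) treated 48 h at 37C with compounds at 1:260 dilution of DMSO stock. Lysed, then beta-galactosidase activity read as FDG fluorescence (ex 480/em 540) after 30 min, with pre-read for autofluorescence.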
TSG101-PTAP inh: blocks PTAP/TSG101 interaction to inhibit HIV-1 budding. 340,000 tested, under 10 active. Potency, µM (series often up to 115 µM), inactives show at the top dose activity change, negative = inhibition, hits mostly inhibitors. Q99816. Fluorescence polarization, FITC-PTAP peptide / Tsg101 binding; active = well fitted inhibition curve with a large enough effect in the main read-out, with a control signal flat, not every such curve was filed as active; inconclusive = small, poorly fitted or top-dose-only effect, or effect the other way, or a change in a side signal; inactive = no such curve, though single readings can be large or run the other way; also: potency is read from the fitted curve at half-maximal effect; % of control where 0% means no effect
Target sequence (Q99816 whole entry, looked up): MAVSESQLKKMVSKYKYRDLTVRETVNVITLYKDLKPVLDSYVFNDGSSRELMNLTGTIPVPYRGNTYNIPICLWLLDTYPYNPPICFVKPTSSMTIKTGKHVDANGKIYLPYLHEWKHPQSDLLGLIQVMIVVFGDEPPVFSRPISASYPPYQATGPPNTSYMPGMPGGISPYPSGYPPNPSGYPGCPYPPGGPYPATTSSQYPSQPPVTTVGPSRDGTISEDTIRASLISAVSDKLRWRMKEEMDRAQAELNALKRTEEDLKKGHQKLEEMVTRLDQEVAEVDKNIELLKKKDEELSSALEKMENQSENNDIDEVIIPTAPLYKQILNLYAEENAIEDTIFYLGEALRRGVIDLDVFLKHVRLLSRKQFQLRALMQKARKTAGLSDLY
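Steps: Tsg101 binding domain dispensed (10 uM final), compounds pinned in DMSO, FITC-labeled PTAP-motif peptide added (50 nM final); after 20 min binding at room temperature, polarization measured.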
A-T KAP1 phos: potential ataxia-telangiectasia treatment. Potency, µM (top dose mostly 57.5 µM), for inactives: top-dose activation, actives largely listed as activators. actives 0.19% (n = 320,000). […] A-T fibroblasts, KAP-1 phosphorylation AlphaLISA; neocarzinostatin DNA damage 30 min before lysis; also: potency is read from the fitted curve at half-maximal effect; % of control where 0% means no effect; nearly all actives have a fitted effect of over 45% in size
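hTERT-immortalized A-T patient fibroblasts ([…]), 500 cells/well in OPTI-MEM, 1% FBS, got compounds for 60 min, then NCS for 30 min at 37C. Lysates were then assayed for phospho-KAP-1 by AlphaLISA (anti-pKAP1 donor, anti-KAP1 acceptor beads), 6 hr at 25C.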
Mito fusion yeast: mitochondrial division inhibition or fusion activation; Potency, µM (series often up to 46.1 µM), inactives show top-dose growth rescue (activation), usual class: activators; S. cerevisiae fusion-defective mutant growth rescue, CellTiterGlo 48 h; AID 485298; actives 0.23% (n = 320,000);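 also: potency is read from the fitted curve at half-maximal effect; % of control where 0% means no effect; nearly all actives have a fitted effect of over 45% in size; temperature-sensitive fusion mutants such as fzo1-1 at 37 °C on non-fermentable ethanol glycerol medium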
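Compounds are tested for their ability to restore growth of mitochondrial fusion-defective yeast strains at non-permissive 37C in YPEG medium over 48 hours. Viability is quantified by luciferase luminescence.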
TCR act: activators of T cell receptors. primary human leukocytes, anti-CD3, IL-2 HTRF, 48 h. Potency, µM (titrated, usually from 9.22 µM), inactives show top-dose activation of IL-2 secretion, most hits filed as activators. 330,000 tested, under 10 active. AID 504894; also: % of control where 0% means no effect
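Readout: HTRF IL-2, Eu-cryptate/d2 antibody pair, 320nm excitation, 665nm emission. Stimulus: a-CD3 beads, no co-stimulation. Cells: primary human leukocytes. Exposure: 48 hr with compound.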
Active calls of the source: *; ? = inconclusive; . = not tested or not shown; [ ] = another dose, or the depositor's remark. Unless noted, calls follow the shape of the dose curve; as a rule, active = well fitted curve in the direction sought with a large enough effect; inconclusive = small, poorly fitted or top-dose-only effect, or another doubt; inactive = no such curve, though single readings can be large; an effect the other way counts as inactive or inconclusive.

1. Cc1cccc(NC(=O)c2cc(Cl)nc3ccccc23)n1
2. O=C(Cn1ncc2c3ccccc3n(Cc3ccccc3)c2c1=O)NCc1ccccn1
3. CC(C)OC(=O)c1cc2c(=O)[nH]c(C(Cl)(Cl)Cl)nc2o1
4. CC(C)N1CC(C(=O)Nc2ccc(Cl)c(Cl)c2)CC1=O (stereo not given)
5. CCCN(CC(=O)Nc1ccccc1C)C(=O)CSc1ccccc1C
6. Cc1ccc(NC(=O)COc2cccc(-n3cnnn3)c2)cc1S(=O)(=O)N1CCOCC1
7. COC(=O)c1c(CSc2ccc(C)c(C)c2)noc1C(=O)NCc1ccc(OC)cc1
8. COc1ccccc1Nc1cc(C(=O)NCc2cccnc2)c2ccccc2n1
9. O=C(NCCCN1CCOCC1)c1ccccc1NS(=O)(=O)c1cc([N+](=O)[O-])ccc1Cl
10. O=C(Nc1c2c(nn1-c1ccc(Cl)cc1)CS(=O)(=O)C2)c1ccc2c(c1)OCO2
entry no.	1	2	3	4	5	6	7	8	9	10
TSHR antag	-1	-7	-4	40	-5	-10	-17	4	-8	-5
ELG1 repair inh	?	-1%	17%	-5%	-2%	?	?	11%	16%	-21%
Eya2 inh	10%	7%	-3%	4%	-25%	4%	-23%	4%	7%	-32%
S-ASM inh	5%	-1%	6%	-1%	0%	-3%	-3%	3%	3%	1%
Tb PFK block	1%	-3%	0%	-15%	-4%	-1%	-3%	3%	4%	1%
Chronic BCR inh	-1%	-10%	?	-1%	-2%	-10%	?	?	1%	?
a7 integrin act	34%	27%	13%	3%	-18%	-34%	10%	-26%	-4%	-22%
TSG101-PTAP inh	-4%	-5%	-7%	-4%	-6%	-2%	.	-4%	0%	-7%
A-T KAP1 phos	-1%	3%	3%	-14%	-9%	1%	3%	21%	1%	-4%
Mito fusion yeast	-2%	15%	-3%	0%	7%	1%	1%	-3%	-5%	-2%
TCR act	3%	-4%	5%	4%	-2%	.	5%	0%	2%[46.1 µM]	3%

Filtered by structure: the compounds so far with a Cl atom
1. Cc1cccc(NC(=O)c2cc(Cl)nc3ccccc23)n1
3. CC(C)OC(=O)c1cc2c(=O)[nH]c(C(Cl)(Cl)Cl)nc2o1
4. CC(C)N1CC(C(=O)Nc2ccc(Cl)c(Cl)c2)CC1=O (stereo not given)
9. O=C(NCCCN1CCOCC1)c1ccccc1NS(=O)(=O)c1cc([N+](=O)[O-])ccc1Cl
10. O=C(Nc1c2c(nn1-c1ccc(Cl)cc1)CS(=O)(=O)C2)c1ccc2c(c1)OCO2
entry no.	1	3	4	9	10
TSHR antag	-1	-4	40	-8	-5
ELG1 repair inh	?	17%	-5%	16%	-21%
Eya2 inh	10%	-3%	4%	7%	-32%
S-ASM inh	5%	6%	-1%	3%	1%
Tb PFK block	1%	0%	-15%	4%	1%
Chronic BCR inh	-1%	?	-1%	1%	?
a7 integrin act	34%	13%	3%	-4%	-22%
TSG101-PTAP inh	-4%	-7%	-4%	0%	-7%
A-T KAP1 phos	-1%	3%	-14%	1%	-4%
Mito fusion yeast	-2%	-3%	0%	-5%	-2%
TCR act	3%	5%	4%	2%[46.1 µM]	3%

Going on with the list:
11. O=C1N=C(N2CCOCC2)S/C1=C\c1ccccc1OS(=O)(=O)c1ccccc1
12. NC(=O)C1CCN(c2nnnn2-c2ccccc2)CC1
13. CCCN(CCC)S(=O)(=O)c1cc(Br)cc2c1N(C(=O)CC)CC2
14. Cc1cc(C)c2nc(NC(=O)[C@@H](NC(=O)c3cccc(S(=O)(=O)N4CCOCC4)c3)C(C)C)sc2c1
15. CCN(C(=O)CSc1nc2nc(C)cc(C)n2n1)C1CCS(=O)(=O)C1 (stereo not given)
16. CC1=CCC2C(=O)N(c3cccc(C(=O)NC(C)c4ccccc4)c3)C(=O)C2C1 (stereo not given)
17. CCN(CC)C(=O)Cn1cc(C(=O)C(=O)N2CCN(C)CC2)c2ccccc21
18. COc1ccc(/C=N/NC(=O)c2ccc(Br)cc2)cc1Cn1cc(Cl)cn1
19. O=C(NNC1=NS(=O)(=O)c2ccccc21)c1cccc([N+](=O)[O-])c1
20. C[n+]1ccc(/C=C/c2ccccc2O)c2ccccc21
entry no.	11	12	13	14	15	16	17	18	19	20
TSHR antag	-11	0	-8	31	12	-11	7	2	-3	-26
ELG1 repair inh	?	-1%	?	1%	12%	6%	12%	18%	10%	?
Eya2 inh	-7%	6%	-25%	-5%	-5%	6%	2%	-4%	5%	6%
S-ASM inh	-3%	0%	1%	1%	4%	4%	-2%	11%	1%	-7%
Tb PFK block	-3%	0%	-2%	2%	-3%	0%	2%	-1%	-4%	-17%
Chronic BCR inh	2%	14%	-2%	-2%	-9%	-8%	-1%	?	?	?
a7 integrin act	-19%	5%	-25%	-23%	17%	-17%	-6%	-10%	-17%	5%
TSG101-PTAP inh	-5%	-1%	-7%	0%	-2%	-4%	0%	0%	-3%	-3%
A-T KAP1 phos	-3%	-6%	-4%	-1%	0%	-1%	5%	1%	7%	-2%
Mito fusion yeast	-1%	-1%	5%	3%	5%	14%	0%	-4%	-1%	27%
TCR act	-4%	5%	-7%	-1%[46.1 µM]	.	3%	5%	-5%[46.1 µM]	-1%	2%

21. COc1ccc(N2CCN(C(=O)CSc3nnc(NC(=O)C4CCC4)s3)CC2)cc1
22. O=C(c1cc(-c2cccc(Br)c2)nc2ccccc12)N1CCCC1
23. CCCOC(=O)Nc1cc(OC)c(Cl)cc1OC
24. C[C@H]1CN([C@@H](C)CO)C(=O)Cc2cc(NC(=O)CCC(F)(F)F)ccc2O[C@H]1CN(C)CC1CC1
25. Fc1ccc(-c2nc3c(-c4ccccc4)cnn3cc2CCN2CCOCC2)cc1
26. Cc1c(C)c2ccc(OCC(=O)NC(Cc3ccc(Cl)cc3)C(=O)O)cc2oc1=O (stereo not given)
27. Cc1ccc(C)c(NC(=O)CN(C)C(C)C(=O)N2CC(C)CC(C)C2)c1 (stereo not given)
28. COc1ccc(C2=NOC(C(=O)Nc3cc(Br)ccc3O)C2)cc1OC (stereo not given)
29. Cc1ccc(S(=O)(=O)N2[C@@H](c3ccccc3F)C(C(=O)O)=CC[C@H]2c2ccc(Cl)c(Cl)c2)cc1
30. CC(C)Cc1ccc(S(=O)(=O)N2CCN(C(=O)c3ccco3)CC2)cc1
entry no.	21	22	23	24	25	26	27	28	29	30
TSHR antag	3	9	7	7	0	6	-1	15	-92*	-25
ELG1 repair inh	?	-16%	7%	-2%	?	20%	8%	-19%	0%	?
Eya2 inh	4%	-7%	5%	11%	-4%	-4%	-14%	6%	?	4%
S-ASM inh	1%	-1%	-5%	-11%	-3%	-25%	1%	0%	0%	-2%
Tb PFK block	-2%	-6%	0%	2%	0%	3%	-1%	0%	27µM*	-10%
Chronic BCR inh	0%	?	2%	1%	?	0%	0%	-5%	-7%	?
a7 integrin act	6%	18%	6%	-11%	19%	12%	-7%	-13%	-5%	-16%
TSG101-PTAP inh	2%	-6%	-8%	-1%	-1%	-8%	0%	.	-8%	-2%
A-T KAP1 phos	-5%[11.5 µM]	6%	3%	6%	1%	-5%	0%	-2%	-9%	6%
Mito fusion yeast	-4%	0%	3%	.	-8%	-2%	1%	3%	16%	8%
TCR act	9%	1%	10%	-5%	10%	-2%	5%	.	4%	6%
